# Source: PubChem BioAssay (several laboratories)
# CHO-K1 Ca PAM: nonselective calcium activators in parental CHO-K1 cells, primary screen, counter-screen for M1 PAM project, cell-based, Fluo-8 calcium fluorescence, full deck, 1536-well; ATP EC20; 0% at ATP EC20, 100% at ATP max; activation, % at 3 µM; 360,000 tested, 0.02% active; AID 602247, 2012;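 active = activation above the run cutoff, the mean activation of all test compounds plus 3 SD, cut at about 40% in these data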;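 also: peak over basal fluorescence ratio in a 140 s read after ATP addition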
# CHRM4 PAM: human M4 muscarinic receptor positive allosteric modulators, primary screen, CHO-K1 cells, Fluo-8 calcium fluorescence; Muscarinic acetylcholine receptor M4 (Homo sapiens), P08173; CHO-K1 hM4/Gqi5, ACh EC20; 0% = ACh EC20, 100% = maximal ACh; activation, % at 3 µM; 360,000 tested, 0.4% active; AID 624126, 2012;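 active = activation above its plate's cutoff, the mean activation of sample wells plus 3 SD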; also: some results filed as inactive read as strong as hits
# TAAR1 antag: human TAAR1 antagonists, primary screen, Fluo-8 calcium fluorescence, CHO RD-HGA16 cells. Trace amine-associated receptor 1 (Homo sapiens), Q96RJ0. antagonist. inhibition, % at 3 µM. 360,000 tested, 1.5% active. AID 624466, 2012;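 active = inhibition above a per-plate cutoff, the mean inhibition of test compounds on that plate plus 3 SD, cut at about 49% in these data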;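 also: 0% = DMSO plus EC80 beta-PEA response and 100% = DMSO alone without agonist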
# Target sequence (Q96RJ0 whole entry, looked up): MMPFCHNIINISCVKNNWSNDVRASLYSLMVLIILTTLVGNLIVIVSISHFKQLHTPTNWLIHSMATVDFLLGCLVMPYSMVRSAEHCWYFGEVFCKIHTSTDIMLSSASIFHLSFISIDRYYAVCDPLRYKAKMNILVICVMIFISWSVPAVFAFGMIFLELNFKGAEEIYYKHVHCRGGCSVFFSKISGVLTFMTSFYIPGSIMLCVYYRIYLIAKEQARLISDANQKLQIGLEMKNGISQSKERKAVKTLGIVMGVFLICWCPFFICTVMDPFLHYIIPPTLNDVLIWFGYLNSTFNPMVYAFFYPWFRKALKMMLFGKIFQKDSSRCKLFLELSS
#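 Assay system: CHO-derived RD-HGA16 cells stably expressing human TAAR1 plus Gα16. Timing: 140 s kinetic read after compound, 140 s after agonist. Technique: kinetic Fluo-8 calcium fluorescence measurement. Measure: % inhibition of agonist calcium response.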
# CRFR2-BP ag: agonists of CRF-BP/CRF-R2 complex, primary screen, cell-based, HEK293, calcium dye fluorescence, uHTS | CRF-binding protein / CRF receptor 2 complex (human) | calcium dye fluorescence (FLIPR); percent of saturating CRF peptide response | activation, % at 13.2 µM | 350,000 tested, 0.46% active;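 active = activation of at least 50%, plus an integration ratio under a set limit after plate pattern correction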;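 also: plate controls were neutral control wells without compound for no effect and CRF at EC100 for full effect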
# CRFBP-R2 block: antagonists of CRF-BP/CRF-R2 complex, primary screen, cell-based, HEK293, calcium dye fluorescence, uHTS | inhibition, % at 11.8 µM | 350,000 tested, 0.59% active | CRF-induced calcium fluorescence | AID 588475, 2011;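 active = inhibition of the ligand-induced calcium signal above about 50% at the single tested concentration, limit read from the data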
# CHRM5 antagonist: human M5 muscarinic receptor antagonists, primary screen, CHO cells, Fluo-8 calcium fluorescence. Muscarinic acetylcholine receptor M5 (Homo sapiens), P08912. CHO-hM5 cells, ACh EC80. inhibition, % at 3 µM. 360,000 tested, 0.59% active. AID 624040, 2012;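 active = inhibition above a per-plate cutoff, the mean of that plate's test compounds plus 3 SD, cut at about 27% in these data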;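 also: 0% = acetylcholine EC80 with DMSO and 100% = DMSO without agonist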
# Target sequence (P08912 whole entry, looked up): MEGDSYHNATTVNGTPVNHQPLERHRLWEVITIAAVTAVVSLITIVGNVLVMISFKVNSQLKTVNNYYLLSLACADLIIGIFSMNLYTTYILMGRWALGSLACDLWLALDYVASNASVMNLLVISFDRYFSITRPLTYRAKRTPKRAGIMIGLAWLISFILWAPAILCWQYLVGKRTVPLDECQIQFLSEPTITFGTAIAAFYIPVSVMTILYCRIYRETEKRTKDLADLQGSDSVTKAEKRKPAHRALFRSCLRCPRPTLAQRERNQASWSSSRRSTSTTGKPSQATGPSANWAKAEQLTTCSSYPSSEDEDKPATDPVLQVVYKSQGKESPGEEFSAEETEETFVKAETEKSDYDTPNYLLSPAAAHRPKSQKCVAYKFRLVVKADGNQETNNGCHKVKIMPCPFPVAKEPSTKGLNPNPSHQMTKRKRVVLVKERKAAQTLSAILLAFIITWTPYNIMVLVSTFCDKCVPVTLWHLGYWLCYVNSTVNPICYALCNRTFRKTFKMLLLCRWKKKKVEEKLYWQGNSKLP
# M5 ag: human M5 muscarinic receptor agonists, primary screen, CHO-K1 cells, Fluo-8 calcium fluorescence | AID 624037, 2012 | CHO-K1 hM5 cells; 0% DMSO wells, 100% maximal acetylcholine response | activation, % at 3 µM | Muscarinic acetylcholine receptor M5 (Homo sapiens), P08912 | 360,000 tested, 0.19% active;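 active = activation above the run's mean over test compounds plus 3 SD, cut at about 23% in these data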;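 also: signal is peak over basal fluorescence ratio across the kinetic read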
# TAAR1 agonist: human TAAR1 agonists, primary screen, Fluo-8 calcium fluorescence, CHO RD-HGA16 cells; vehicle wells 0%, saturating PEA agonist 100%; activation, % at 3 µM; 360,000 tested, 0.99% active; AID 624467, 2012;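 active = activation above the mean activation of all test compounds in the run plus 3 SD, cut at about 38% in these data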
#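 Repeats: no replicates (n 1) | Material: CHO-derived RD-HGA16 cells with stable Gα16 and human TAAR1 | Technique: Kinetic Fluo-8 calcium fluorescence | Schedule: 17-24 h seeding, 75 min 37 °C dye, 30 min RT | Evaluation: % activation from peak over basal fluorescence ratio, DMSO-to-PEA scaled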
# CHRM5 PAM: human M5 muscarinic receptor positive allosteric modulators, primary screen, CHO-K1 cells, Fluo-8 calcium fluorescence; Muscarinic acetylcholine receptor M5 (Homo sapiens), P08912; CHO-K1 hM5, ACh EC20 PAM; 0% = ACh EC20, 100% = ACh EC100; activation, % at 3 µM; 360,000 tested, 0.3% active; AID 624038, 2012;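 active = activation above the run cutoff, the mean activation of all test compounds plus 3 SD, cut at about 18% in these data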
#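 Assay system: CHO-K1 hM5 cells. Also added: acetylcholine at EC20 concentration, added after compound. Dosing: 3 µM, single dose. Times: compound preincubation 140 s before EC20 acetylcholine addition. Signal: Fluo-8 calcium fluorescence. Measure: % activation relative to EC20 and EC100 ACh responses. Repeats: singlicate, one well per test compound.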
# Active calls of the source: *; . = not tested or not shown.
Compound,TAAR1 agonist,CRFBP-R2 block,CHO-K1 Ca PAM,CHRM4 PAM,CRFR2-BP ag,TAAR1 antag,CHRM5 antagonist,M5 ag,CHRM5 PAM
COc1cc(OC)c(C2=NOC(C(=O)N3CCc4ccccc4C3)C2)cc1Cl (stereo not drawn),19,13,1,-10,1.9,-15,7,-5,-2
CCN1CCN(c2cc(C)c3cc(NC(=O)c4cc(OC)cc(OC)c4)ccc3n2)CC1,-1,3,14,-9,-3.0,0,2,-12,5
C=CCn1c(=NC(=O)C2COc3ccccc3O2)sc2cccc(OC)c21 (stereo not drawn),0,22,5,-4,5.5,-8,7,-2,-1
O=C(O)CSCC(=O)N1CCN(S(=O)(=O)c2ccccc2)CC1,4,5,-4,-5,-1.1,-2,7,-4,2
COc1cc(C(=O)NCCOc2ccccc2)cc(OC)c1OC,3,1,-1,5,-1.6,-19,-3,-2,1
CSc1nnc(-c2cnccn2)n1CCCN1CCCC1=O,16,-14,13,10,6.8,-5,-2,-2,2
CCCc1ccc(Oc2c(-c3ccc(O)c(C)c3O)n[nH]c2C)cc1,7,-42,-3,-3,4.8,11,-4,5,6
CCn1c(SCC(=O)NC2CCCC2)nc2c(c1=O)SCC2,-1,-2,1,6,-0.9,-23,-4,0,4
COC(=O)c1cccc(C(=O)N2CCC(CO)(CCc3ccccc3)CC2)c1,4,-3,17,-2,-1.9,-13,9,2,-3
CC(C(=O)N1CCN(c2ccccc2)CC1)N1C(=O)C2CC=CCC2C1=O (stereo not drawn),11,20,16,4,-1.1,-1,7,0,-3
Cc1csc(SCC(=O)NCc2cccc(Cl)c2)n1,6,-5,8,-4,-6.0,4,-1,-8,1
Cc1ccc(NC(=O)CSc2nnc(N)s2)cc1S(=O)(=O)N1CCOCC1,5,3,-9,6,1.0,-4,-3,5,2
CC12CCC(C(=O)Nc3nc4ccccc4s3)(OC1=O)C2(C)C (stereo not drawn),1,21,1,7,2.8,-17,6,-1,-1
CCOc1ccc2[nH]c(=O)c(C(c3nnnn3Cc3ccco3)N3CCCC(C)C3)cc2c1 (stereo not drawn),7,-9,12,13,0.6,3,-1,1,3
CSCCC(NS(=O)(=O)c1ccc(Cl)cc1)C(=O)OCc1c(Cl)cccc1Cl (stereo not drawn),1,-2,12,3,1.2,42,0,-3,-10
O=c1c2ccccc2cnn1-c1ccc(Cl)nn1,3,-12,2,6,3.2,-4,-8,-2,9
O=S(=O)(c1ccc(NC(=S)Nc2ccc(OC(F)F)cc2)cc1)N1CCOCC1,14,-6,5,-2,1.7,4,13,5,-12
CC(=O)c1ccc(NC(=S)Nc2cccc3cnccc23)cc1,2,7,5,-1,-2.0,4,15,1,-3
COCCn1c(SCC(=O)c2[nH]c(C)c(C(C)=O)c2C)nc2ccccc21,12,19,12,-7,-0.1,10,5,2,-12
C=CCn1c(SCC(=O)NCc2ccccc2)nnc1-c1ccccc1O,12,8,16,1,-0.4,-4,4,0,0
Cc1c(Cl)c([N+](=O)[O-])nn1CC(=O)N1CCCC1,5,15,26,-4,-1.0,-15,-6,-1,9
CC(C)CC(Nc1ncnc2scc(-c3ccccc3)c12)C(=O)O (stereo not drawn),2,7,10,-1,-0.5,-9,6,2,-2
COc1ccc(CN(C)C2CCN(C)CC2)cc1OC,3,13,21,-6,-1.5,-1,0,5,2
Cc1ccc(C(=O)N/C(=C\c2ccc(-c3cc(Cl)ccc3Cl)o2)C(=O)NCc2cccnc2)cc1,3,-9,3,-9,0.7,30,7,0,-5
COc1ccc(NC(=O)CSc2nnc(CCC(=O)Nc3ccc(C)c(Cl)c3)n2C)cc1,16,-3,30,6,-0.7,-25,2,6,-1
O=C1C2CCCN2c2ccc(S(=O)(=O)N3CCOCC3)cc2N1Cc1ccccc1F (stereo not drawn),.,-1,4,-4,-1.8,.,1,-2,0
CN(c1ccccc1)S(=O)(=O)c1ccc(NC(=O)C2CCCCC2C(=O)O)cc1 (stereo not drawn),1,13,14,2,1.5,6,-8,-3,2
O=C(CCCCCNc1nc(=S)[nH]c2ccccc12)N1CCN(c2ccccn2)CC1,20,.,14,-23,.,43,16,-1,-22
COc1ccc(C(=O)Nc2ccc(C)cc2C(=O)c2ccccc2)cc1,7,-12,12,-6,3.9,-10,5,-4,-3
Cc1nc(N2CCN(C(=O)c3ccco3)CC2)nc2c1C(=O)CC(C)C2 (stereo not drawn),-1,17,16,2,-0.8,1,6,0,0
CCN(CC(=O)NCc1ccc(F)cc1)CC(=O)Nc1ccc(Br)cc1F,4,10,-23,6,-2.7,6,9,-4,4
COc1cc([C@@H]2CC=C(C(=O)O)[C@H](c3ccccc3F)N2S(=O)(=O)c2ccc(C)cc2)cc(OC)c1OC,6,18,-7,-1,-5.9,-10,10,2,-3
Cc1cn(CC(=O)c2ccccc2)c2ccccc12,1,2,-4,-1,-0.2,7,-11,0,0
CN(C)c1ccc(NC(=O)CSc2nnc(-c3cnccn3)n2C)cc1,0,-9,7,-2,-1.1,-35,9,-2,-4
CCc1cccc2c(C(=O)COC(=O)C3=NNC(=O)CC3)c[nH]c12,7,-2,13,16,-1.6,7,4,0,2
Oc1cccc(Nc2ccccc2)c1,0,5,4,1,0.2,10,-1,1,-1
CC(NC(=O)c1cc(S(=O)(=O)N2CCCC2)ccc1Cl)c1ccccn1 (stereo not drawn),3,-4,9,-1,-1.1,1,0,1,-4
O=C(Nc1ccccn1)C(=O)N1CCCCC1,12,3,-1,-1,-0.3,5,10,0,3
C/C(CC(=O)Nc1ccccn1)=N\NC(=O)c1ccc(C)cc1,-1,-3,11,2,0.5,3,1,-1,3
CCOc1ccccc1NC(=O)c1cnc(NS(=O)(=O)c2ccccc2)nc1,1,0,10,4,0.7,-2,4,0,3
CC(C)(C)NC(=O)C(Cc1ccccc1)NS(=O)(=O)c1ccc2c(c1)CCC(=O)N2 (stereo not drawn),5,26,20,-6,-0.7,14,7,-2,-4
COC(=O)c1ccc2c(c1C(=O)OC)CN(S(=O)(=O)C(C)(C)C)[C@H]2CCO,2,-20,14,-2,0.5,-31,-1,-1,2
Cc1onc(-c2ccccc2)c1C(=O)N1CCC(CO)(Cc2ccccc2)CC1,4,-12,1,-6,0.4,-15,9,-3,-3
COc1ccccc1COCC(O)CN(Cc1ccco1)Cc1ccccc1O (stereo not drawn),1,-4,-8,-12,2.5,17,11,-1,-7
c1ccc(-c2cc3ccccc3[nH]2)cc1,-2,-36,26,-7,0.6,-10,-3,-1,-7
COc1ccc(/C=N/NC(=O)CCCOc2ccc(Cl)cc2Cl)cc1[N+](=O)[O-],11,16,24,12,-0.7,49*,-4,-2,5
Cc1c(Cl)cccc1NC(=O)N1CCCC1,-1,-4,21,-1,0.1,9,-5,-2,1
CCOC(=O)N1CCN(c2c(NCCN3CCN(Cc4ccccc4)CC3)c(=O)c2=O)CC1,2,0,-8,1,-0.2,-6,1,1,1
O=C1[C@H](Cc2ccccc2)NCC=CC[C@H](c2ccc(Cl)cc2)N1Cc1ccc(Cl)cc1,9,46,6,2,4.0,0,8,0,-9
O=C(O)c1ccc(N=Nc2c(O)[nH]c3ccccc23)cc1,6,-4,8,18,0.8,2,-12,-5,9

# Some of the entries above in another layout.
O=C(CCCCCNc1nc(=S)[nH]c2ccccc12)N1CCN(c2ccccn2)CC1
  TAAR1 agonist: 20; CRFBP-R2 block: .; CHO-K1 Ca PAM: 14; CHRM4 PAM: -23; CRFR2-BP ag: .; TAAR1 antag: 43; CHRM5 antagonist: 16; M5 ag: -1; CHRM5 PAM: -22
COc1ccc(C(=O)Nc2ccc(C)cc2C(=O)c2ccccc2)cc1
  TAAR1 agonist: 7; CRFBP-R2 block: -12; CHO-K1 Ca PAM: 12; CHRM4 PAM: -6; CRFR2-BP ag: 3.9; TAAR1 antag: -10; CHRM5 antagonist: 5; M5 ag: -4; CHRM5 PAM: -3

# More compounds follow.
Compound,TAAR1 agonist,CRFBP-R2 block,CHO-K1 Ca PAM,CHRM4 PAM,CRFR2-BP ag,TAAR1 antag,CHRM5 antagonist,M5 ag,CHRM5 PAM
Cc1cc(C)c2c(c1)/C(=N/NC(=O)c1cc(C)oc1C)CCC2,82*,-14,7,12,0.3,-9,-2,-1,0
CC(=O)/C(C(=N)N1CCN(Cc2ccccc2)CC1)=C(\C)O,0,-10,20,6,2.5,5,-6,-2,0
O=c1cc(N2CCC3(CC2)OCCO3)[nH]c(=O)n1-c1ccc(Br)cc1,1,-12,16,2,0.3,11,-5,-2,2
CC1CCN(c2ccc(S(=O)(=O)Nc3cc(C(=O)O)cc(C(=O)O)c3)cc2[N+](=O)[O-])CC1,8,5,.,.,1.6,15,.,.,.
COc1cc(/C=N/NC(=O)Cc2nnc(NC(=O)c3ccccc3)s2)ccc1O,0,-18,-7,-3,0.6,11,3,-4,4
CCN(C(=O)COC(=O)/C(C#N)=C/c1ccc(OC)cc1)C1CCS(=O)(=O)C1 (stereo not drawn),0,3,11,2,-0.7,-21,13,-1,-6
CCCc1cc(=O)[nH]c(Nc2ccc(N3CCCCC3)cc2)n1,6,7,17,0,-0.6,1,-4,2,0
O=C(NCc1ccccc1)c1ccc(Cl)c(S(=O)(=O)N2CCCC2)c1,2,6,-2,2,1.3,6,0,4,3
Cc1cc2cc3c(cc2nc1SCC(=O)N1CCCC1)OCCO3,-6,-2,14,8,0.3,-7,-1,-3,1
CC1(C(=O)NS(=O)(=O)c2cccc(C#N)c2)CCN1C(=O)c1ccco1 (stereo not drawn),3,.,28,0,.,-9,14,3,5
COc1ccc(CNC(=O)COc2ccc(S(=O)(=O)N3CCCCC3)cc2Cl)cc1,10,-13,15,-1,5.7,73*,-5,-2,-6
Cc1cc(C(=O)C(C)Sc2cccc[n+]2[O-])c(C)n1-c1ccc(Cl)cc1 (stereo not drawn),-1,7,14,1,-0.4,-7,3,-4,-3
O=C(O)C1C2C=CC(O2)C1C(=O)NCCc1cccc(Cl)c1 (stereo not drawn),77*,-3,11,-12,-1.2,71*,8,-3,-2
COc1ccc(N=Cc2ccc(N(CCC#N)CCC#N)cc2)cc1,1,-4,15,1,0.7,4,10,-3,10

# No enrichment for hits (roughly 4.2% active in at least one column).
